CASP6 VEID inh: human caspase-6 inhibitors, primary screen, biochemical, VEID-R110 fluorescence, single point, set 2; AID 686996, 2013; inhibition, % at 12.5 µM; 350,000 tested, 0.53% active; P55212; purified caspase-6, Z-VEID-R110 cleavage fluorescence;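 active means mean inhibition across replicates at least about 35%, with every replicate also reaching that limit, limit read from the data; inconclusive means only one of the two criteria met; inactive means neither criterion met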;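 further: 0% = median of neutral control wells and 100% = no fluorescence left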
PglD DTNB: C. jejuni PglD acetyltransferase inhibitors, primary screen, biochemical, DTNB colorimetric, single point | UDP-N-acetylbacillosamine N-acetyltransferase PglD (Campylobacter jejuni) | purified PglD enzyme, DTNB colorimetric CoA detection | inhibition, % at 12.5 µM | 360,000 tested, 0.098% active | AID 602405, 2012; in the data active means inhibition above about 16%, passing the limit was not always enough; inconclusive means no clear call, values can overlap the other calls; further: strong numbers were not always called active
RAD52 inh: RAD52 DNA annealing inhibitors, primary screen, biochemical, FRET, single point, set 2; DNA repair protein RAD52 homolog (Homo sapiens), P43351; recombinant RAD52 DNA annealing, FRET fluorescence; inhibition, % at 18.7 µM; 360,000 tested, 0.46% active;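 active means every replicate showing at least 50% inhibition; inconclusive means mean inhibition at least 50% but not in every replicate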
Target sequence (P43351 whole entry, looked up): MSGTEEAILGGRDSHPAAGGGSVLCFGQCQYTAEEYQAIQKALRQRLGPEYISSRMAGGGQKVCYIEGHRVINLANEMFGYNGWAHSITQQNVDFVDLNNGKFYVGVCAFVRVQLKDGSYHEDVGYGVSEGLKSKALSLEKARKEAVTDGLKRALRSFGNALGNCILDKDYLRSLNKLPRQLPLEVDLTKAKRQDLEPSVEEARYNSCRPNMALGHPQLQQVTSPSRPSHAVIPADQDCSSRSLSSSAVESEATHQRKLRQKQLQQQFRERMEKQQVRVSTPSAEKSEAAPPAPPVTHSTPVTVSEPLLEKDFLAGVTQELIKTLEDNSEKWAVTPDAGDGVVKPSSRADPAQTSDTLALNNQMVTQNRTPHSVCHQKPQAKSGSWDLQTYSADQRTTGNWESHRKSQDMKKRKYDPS
ARNT TACC3 PPI: disruptors of ARNT/TACC3 protein interaction, primary screen, biochemical, AlphaScreen, single concentration; Transforming acidic coiled-coil-containing protein 3 (Homo sapiens), Q9Y6A5; AlphaScreen His-ARNT PAS-B/GST-TACC3 binding, luminescence; TACC3 fragment carries E629A point mutation; inhibition, % at 9.99 µM; 390,000 tested, 0.66% active;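 active means mean inhibition of replicates at least 50% and at least half of replicates each reaching 50%; inconclusive means half or more replicates reach 50% but mean below 50%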;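 further: 0% = complete ARNT plus TACC3 wells and 100% = ARNT alone without TACC3; many hits fall short of the cut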
E-sel inducer: E-selectin induction in HUVECs, primary screen, imaging, HUVEC, immunofluorescence imaging, single point; P16581; normalized: neutral wells 0, TNF-alpha wells 100; activation, % at 7.58 µM; 260,000 tested, 0.37% active;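 active means mean E-selectin-positive cell signal at least 10% of the positive control, reached in at least 60% of replicates, without over 20% cell loss; inconclusive means no rule given, readout overlaps actives, possibly toxicity-flagged; inactive means the rest, including those meeting only one limit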;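 further: in these data hits start at about 27%; measured in HUVEC primary endothelial cells; signal is the percent of cells scored E-selectin positive by PE staining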
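Assay system: HUVEC primary endothelial cells. Input: 3,000 HUVEC seeded per well. Doses: one compound dose added by pin transfer. Read-out basis: % PE-positive cells. Benchmarks: TNF-alpha high, DMSO low. Detection: immunofluorescence imaging. Buffer or medium: EGM-2, gelatin.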
RAD54 branch: inhibitors of human RAD54 branch migration, primary screen, biochemical, fluorescence, single point; DNA repair and recombination protein RAD54-like (Homo sapiens), Q92698; RAD54 Holliday junction branch migration, FAM/BHQ fluorescence; inhibition, % at 10.4 µM; 360,000 tested, 0.14% active;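 active means mean normalized replicate activity at least 40 and at least half of replicates scoring 40 or more; inconclusive means only one of the two criteria met; inactive means mean below 40 and under half of replicates reaching 40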;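 further: 0% = median of neutral control wells and 100% = median of positive control wells; inhibitors cause a drop in the FAM fluorescence signal; in these data hits start at about 50%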
ERp5 block: inhibitors of ERp5-driven insulin aggregation, primary screen, biochemical, turbidity, absorbance 650 nm, single point | 350,000 tested, 0.05% active | AID 651711, 2012 | Protein disulfide-isomerase A6 (Homo sapiens), Q15084 | 90 min | inhibition, % at 9.99 µM;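 active means mean replicate inhibition above about 25%, with every replicate also reaching it, limit read from the data, passing the limit was not always enough; inconclusive means only one of those two criteria met; inactive means neither criterion met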
Target sequence (Q15084 whole entry, looked up): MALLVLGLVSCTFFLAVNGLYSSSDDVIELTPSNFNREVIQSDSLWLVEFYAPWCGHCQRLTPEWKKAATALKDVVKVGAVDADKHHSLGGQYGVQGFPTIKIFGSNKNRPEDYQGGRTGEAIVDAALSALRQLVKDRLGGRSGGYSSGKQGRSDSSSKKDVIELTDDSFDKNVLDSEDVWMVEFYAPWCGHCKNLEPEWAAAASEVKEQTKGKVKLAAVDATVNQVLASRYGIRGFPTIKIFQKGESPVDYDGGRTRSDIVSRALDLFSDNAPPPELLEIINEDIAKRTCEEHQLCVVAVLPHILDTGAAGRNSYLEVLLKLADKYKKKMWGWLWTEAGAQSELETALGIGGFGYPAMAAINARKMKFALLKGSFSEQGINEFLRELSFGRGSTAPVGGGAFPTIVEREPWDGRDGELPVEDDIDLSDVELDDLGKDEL
esBAF inh: Bmi1 luciferase reporter increase in mESCs, primary screen, esBAF inhibitor project, mouse ES cells, Bmi1 luciferase knock-in, single point; 24 h; 100% = twice the neutral-well signal; reporter increase, % at 12.5 µM; 350,000 tested, 2% active; in the data active means activation above about 40%; inconclusive means no clear call, values can overlap the other calls;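 further: 0% = median of the plate's neutral control wells and 100% = double that signal; a rise in the Bmi1 reporter signal indicates esBAF inhibition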
Active calls of the source: *; & = joins results of further samples.

`COc1ccc2sc(C)nc2c1NC(C)=O` gave PglD DTNB 0, ARNT TACC3 PPI 0, RAD54 branch -16 and esBAF inh -5.
CCOC(=O)c1ccc(NC(=S)NCCc2ccccc2F)cc1 was read as CASP6 VEID inh -2, PglD DTNB 8, RAD52 inh -10, ARNT TACC3 PPI -3, E-sel inducer 0.1, RAD54 branch 8, ERp5 block -5 and esBAF inh -1.
`C=C[C@H]1[C@H](O[C@@H]2O[C@H](CO)[C@@H](O)[C@H](O)[C@H]2O)OC=C2C(=O)OCC[C@]21O` gave CASP6 VEID inh -1, PglD DTNB 0, RAD52 inh -8, ARNT TACC3 PPI -7, E-sel inducer 0.1, RAD54 branch -22, ERp5 block -1 and esBAF inh -4.
`COCCN1Cc2cccc(C(=O)Nc3c(C)cc(C)cc3C)c2C1=O` gave PglD DTNB -2, ARNT TACC3 PPI 16, RAD54 branch 2 and esBAF inh 3.
Screening CN(C(=O)c1cccc(NC(=O)Cc2cccc([N+](=O)[O-])c2)c1)C1CCC1 returned CASP6 VEID inh 2, PglD DTNB 0, RAD52 inh -23, ARNT TACC3 PPI 1, E-sel inducer 0.1, RAD54 branch 12, ERp5 block 4 and esBAF inh -13.
Screening COC(=O)Cc1[nH]c(=S)[nH]c1C(=O)OC returned CASP6 VEID inh 1, PglD DTNB 7, RAD52 inh -12, ARNT TACC3 PPI -4, E-sel inducer 0.9, RAD54 branch -3, ERp5 block -1 and esBAF inh 4.
For CC(=O)/C(C[N+]1(C)CCCCC1)=N\O the results were PglD DTNB -2, ARNT TACC3 PPI -9, RAD54 branch -2 and esBAF inh -11.
COC(=O)c1cc(C(=O)N2CCN(c3cccc(Cl)c3)CC2)cc([N+](=O)[O-])c1 was read as CASP6 VEID inh 2, RAD52 inh -5, ARNT TACC3 PPI 11, ERp5 block 4 and esBAF inh -21.
For O=C(Nc1ccccc1)N(C1=NCCCCS1)c1ccccc1 the results were PglD DTNB 1, ARNT TACC3 PPI 6, RAD54 branch -2 and esBAF inh 13.
`N#C/C(=C/c1ccc(Br)s1)C(=O)NCCc1c[nH]c2ccccc12` gave CASP6 VEID inh 0, RAD52 inh -15, ARNT TACC3 PPI -3, E-sel inducer -0.3 and ERp5 block -3.
`COc1ccc(NC(=O)c2ccc3c(=O)n(-c4ccc(OC)cc4OC)c(=S)[nH]c3c2)cc1` gave CASP6 VEID inh 0, RAD52 inh -20, ARNT TACC3 PPI 0, E-sel inducer -0.5, ERp5 block -1 and esBAF inh -1.
CN(C)C(CNC(=O)c1ccc(S(=O)(=O)Nc2ccccc2)cc1)c1ccco1 (stereo unspecified) was read as CASP6 VEID inh 0, RAD52 inh -13, ARNT TACC3 PPI -2, ERp5 block 1 and esBAF inh -5.
COc1ccccc1NS(=O)(=O)c1ccc(C(=O)NCc2ccncc2)cc1 was read as CASP6 VEID inh 1, PglD DTNB 1, RAD52 inh 7, ARNT TACC3 PPI -4, E-sel inducer -0.4, RAD54 branch 7, ERp5 block 2 and esBAF inh 9.
Screening CCCCc1cc(=O)oc2cc(OCC(=O)N3CCOCC3)ccc12 returned CASP6 VEID inh 0, PglD DTNB -2, RAD52 inh -5, ARNT TACC3 PPI 0, E-sel inducer 0.0, RAD54 branch 0, ERp5 block -8 and esBAF inh -12.
`C[C@]12Cc3ccccc3C1CC1=N[C@@H](c3ccc(C(F)(F)F)cc3)O[C@@]13C[C@@H]2C(=O)N3C1CCN(Cc2ccccc2)CC1` (stereo partly specified) gave CASP6 VEID inh -3, RAD52 inh -18, E-sel inducer -0.2 and ERp5 block -4.
Screening CCN1C(=O)/C(=C/c2nc3ccccc3c(=O)n2-c2ccccc2)c2ccccc21 returned PglD DTNB -5, ARNT TACC3 PPI 5, RAD54 branch -1 and esBAF inh 28.
For COc1ccc(CC(=O)Nc2nc(-c3ccccc3)c(C(C)=O)s2)cc1OC the results were CASP6 VEID inh 5, PglD DTNB 0, RAD52 inh -23, ARNT TACC3 PPI -17, E-sel inducer -0.2, RAD54 branch 6, ERp5 block 0 and esBAF inh -5.
Screening C[C@H](CO)N1C[C@H](C)[C@@H](CN(C)C(=O)C2CCC2)Oc2cc(C#Cc3ccncc3)ccc2S1(=O)=O returned CASP6 VEID inh 0, PglD DTNB -2, RAD52 inh -25, ARNT TACC3 PPI 2, E-sel inducer -0.9, RAD54 branch -1, ERp5 block 0 and esBAF inh -3.
For COc1ccc(Cn2c(=O)c3[nH]cnc3n(-c3ccccc3C)c2=O)cc1 the results were CASP6 VEID inh 4, RAD52 inh -13, ARNT TACC3 PPI 12, ERp5 block 3 and esBAF inh -36.
For Cc1ccc(C)c(Oc2ncnc(N)c2[N+](=O)[O-])c1 the results were CASP6 VEID inh 1, RAD52 inh 3, ARNT TACC3 PPI -3 and ERp5 block 7.
Screening CCC(CC)c1nnc(NC(=O)c2cccc(S(=O)(=O)N3CCc4ccccc43)c2)s1 returned CASP6 VEID inh -1, PglD DTNB 1, RAD52 inh -19, ARNT TACC3 PPI -5, RAD54 branch 2, ERp5 block inconclusive and esBAF inh -5.
Screening CC(C)CN1CCN(Cc2cn(C)c3ccccc23)CC1CCO (stereo unspecified) returned CASP6 VEID inh -9, PglD DTNB -3, RAD52 inh -6, ARNT TACC3 PPI 10, E-sel inducer 0.1, RAD54 branch 0, ERp5 block 5 and esBAF inh -3.
For CC(C)COC(=O)n1c(=O)oc2ccc(S(=O)(=O)N3CCCCC3)cc21 the results were CASP6 VEID inh 3, PglD DTNB 8, RAD52 inh 2, ARNT TACC3 PPI -18, E-sel inducer 1.6, RAD54 branch -15, ERp5 block 2 and esBAF inh 12.
For CCC(=O)N1CC2(CCN(C(C)=O)CC2)c2c([nH]c3cc(OC)ccc23)[C@@H]1CO the results were CASP6 VEID inh 1, RAD52 inh -15, E-sel inducer -0.2 and ERp5 block -5.
For O=C(C(=O)N1CCN(c2ccc(F)cc2)CC1)c1c[nH]c2ccccc12 the results were CASP6 VEID inh -4, PglD DTNB -5, RAD52 inh -10, ARNT TACC3 PPI -1, RAD54 branch -2, ERp5 block 2 and esBAF inh -1.
`CC(NC(=O)Cn1ccsc1=N)C12CC3CC(CC(C3)C1)C2` (stereo unspecified) gave PglD DTNB 0, ARNT TACC3 PPI -12, RAD54 branch -4 and esBAF inh -2.
Screening O=C(c1cccs1)N(Cc1nc2sc3c(c2c(=O)[nH]1)CCCC3)C1CCCC1 returned PglD DTNB 1, ARNT TACC3 PPI 4, RAD54 branch 5 and esBAF inh 4.
`CC(C)C#Cc1cnc2c(c1)C(=O)N([C@@H](C)CO)C[C@@H](C)[C@@H](CN(C)Cc1ccccc1F)O2` gave CASP6 VEID inh 3, PglD DTNB 1, RAD52 inh 12, ARNT TACC3 PPI 0, E-sel inducer 0.1, RAD54 branch -1, ERp5 block -2 and esBAF inh 4.
`CN(C(=O)C(Cl)Cl)c1ccc(OC(=O)c2ccco2)cc1` gave CASP6 VEID inh 0, PglD DTNB -2&-4, RAD52 inh 3, ARNT TACC3 PPI 8&-2, E-sel inducer -0.1, RAD54 branch -19&10, ERp5 block 3 and esBAF inh 0&-4.
For Cc1ccc(/C=C2/C(=N)N3N=C(CC(=O)N4CCCC4)SC3=NC2=O)o1 the results were CASP6 VEID inh 11, PglD DTNB 5, RAD52 inh -44, RAD54 branch 1, ERp5 block -1 and esBAF inh -5.
For CCN1CCN(c2nnc(-c3ccc(C)cc3)c3ccccc23)CC1 the results were CASP6 VEID inh -4, PglD DTNB 0, RAD52 inh -16, ARNT TACC3 PPI 4, E-sel inducer 0.5, RAD54 branch -6, ERp5 block 4 and esBAF inh 11.
Screening COCCCN1C(=O)C(CC(=O)NCCCCc2ccccc2)CC(C(=O)N2CCOCC2)=C1C (stereo unspecified) returned CASP6 VEID inh -2, PglD DTNB -1, RAD52 inh -5, E-sel inducer 6.2, RAD54 branch -3, ERp5 block 4 and esBAF inh 1.
Fc1ccc(CSc2ncnc3ccccc23)cc1 was read as CASP6 VEID inh 12, RAD52 inh -16, ARNT TACC3 PPI -6 and ERp5 block -3.
`CCCNC(=O)C[C@H]1CC[C@@H]2[C@H](COc3ccc(NC(=O)Cc4ccccc4)cc3C(=O)N2C)O1` gave CASP6 VEID inh -1, PglD DTNB 1, RAD52 inh -3, ARNT TACC3 PPI -5, E-sel inducer 0.0, RAD54 branch -2, ERp5 block -4 and esBAF inh 1.
For O=C(C[C@H]1C=C[C@@H](NC(=O)C2CC2)[C@@H](CO)O1)NC1CCC1 the results were CASP6 VEID inh 0, PglD DTNB 3, RAD52 inh -3, ARNT TACC3 PPI 24, E-sel inducer -0.1, RAD54 branch 0, ERp5 block -2 and esBAF inh -1.
O=C(C[C@@H]1C=C[C@H](NC(=O)Nc2ccc(F)cc2)[C@H](CO)O1)NCc1ccccn1 was read as CASP6 VEID inh 0, PglD DTNB -1, RAD52 inh -42, ARNT TACC3 PPI 14, E-sel inducer -0.2, RAD54 branch -11, ERp5 block -1 and esBAF inh 4.
Screening COc1cccc(C#Cc2ccc([C@H]3[C@H](CO)N4C(=O)CN(S(=O)(=O)c5ccccc5C)C[C@@H]34)cc2)c1 returned CASP6 VEID inh 0, RAD52 inh -54, E-sel inducer -0.7 and ERp5 block -2.
O=c1cc(CCl)[nH]c2nc3ccccc3n12 was read as CASP6 VEID inh -5, PglD DTNB -1, RAD52 inh -17, ARNT TACC3 PPI -9, E-sel inducer -0.4, RAD54 branch -6 and ERp5 block 3.
C[C@@H]1CN([C@@H](C)CO)S(=O)(=O)c2ccc(C3=CCCCC3)cc2O[C@@H]1CN(C)C(=O)Cc1ccccc1 was read as CASP6 VEID inh 3, PglD DTNB -4, RAD52 inh 19, ARNT TACC3 PPI 13, E-sel inducer 0.0, RAD54 branch 4, ERp5 block -6 and esBAF inh -3.
CCCNC(=O)[C@H]1[C@H](CO)[C@H]2Cn3c(ccc(-c4ccc(F)cc4)c3=O)[C@@H]1N2CC was read as CASP6 VEID inh -3, PglD DTNB -3, RAD52 inh -11, ARNT TACC3 PPI -2, E-sel inducer -0.4, RAD54 branch -7, ERp5 block 1 and esBAF inh 2.
Screening COc1ccccc1NC(=O)c1cc(S(=O)(=O)NC2CCCC2)ccc1F returned CASP6 VEID inh -1, PglD DTNB 1, RAD52 inh -11, ARNT TACC3 PPI 10, RAD54 branch 3, ERp5 block -1 and esBAF inh -6.
`O=[N+]([O-])c1cc(S(=O)(=O)N2CCOCC2)ccc1N1CCCC1` gave CASP6 VEID inh -1, RAD52 inh -24, ARNT TACC3 PPI 6, E-sel inducer 1.1, ERp5 block 24 and esBAF inh -9.
Cc1ccc(C(O)c2ncc(-c3cccc(C(F)(F)F)c3)[nH]2)cc1F (stereo unspecified) was read as CASP6 VEID inh 0, PglD DTNB 1, RAD52 inh -25, E-sel inducer -0.4, RAD54 branch 5, ERp5 block -3 and esBAF inh -1.
